# Assay outcomes: PubChem, several laboratories
# TRPC6 inhibitor: mouse TRPC6 channel inhibitors, primary screen, cell-based, HEK293, membrane potential dye; B-score at 10 µM; Short transient receptor potential channel 6 (Mus musculus), Q61143; actives 1.1% (n = 310,000); ACh-evoked depolarization; stronger effect = lower value; AID 2553, 2010;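 active = B-score under library mean minus 3 SD, initial fluorescence not abnormally high, positive integrated signal ratio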;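 note: B-score derived from integrated fluorescence ratio over the kinetic read; more negative B-score means stronger inhibition of depolarization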
# MrgX1 antag: antagonists of human MrgX1 receptor, primary screen, HEK293 cells, Fluo-4 calcium flux; BAM8-22 antagonism; stronger effect = lower value; Mas-related G-protein coupled receptor member X1 (Homo sapiens), Q96LB2; B-score at 10 µM; AID 588676, 2011; actives 1.3% (n = 310,000);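 active = calcium-response B-score plate-corrected more than 3 library SD below zero, starting fluorescence within 5 deviations, no agonist response on first addition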;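 note: peak minus trough fluorescence over baseline after final BAM8-22 challenge near maximal dose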
# Target sequence (Q96LB2 whole entry, looked up): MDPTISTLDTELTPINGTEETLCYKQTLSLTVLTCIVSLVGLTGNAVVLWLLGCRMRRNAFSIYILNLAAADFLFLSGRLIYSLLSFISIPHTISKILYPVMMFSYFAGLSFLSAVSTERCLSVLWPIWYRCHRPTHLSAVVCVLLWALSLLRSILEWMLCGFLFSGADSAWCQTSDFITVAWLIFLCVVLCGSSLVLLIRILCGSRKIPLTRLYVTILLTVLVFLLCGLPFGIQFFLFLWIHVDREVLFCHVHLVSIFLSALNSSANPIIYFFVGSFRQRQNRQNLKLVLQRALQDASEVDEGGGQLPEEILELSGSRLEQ
# TRPC4 block: inhibitors of mouse TRPC4 channel, primary screen, Fluo4 calcium, HEK293 TRPC4beta/mu-opioid cells | AID 2247, 2010 | B-score at 10 µM | actives 0.39% (n = 300,000) | Short transient receptor potential channel 4 (Mus musculus), Q9QUQ5 | DAMGO-evoked Fluo4 calcium flux; stronger effect = lower value;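 active = B-score over 3 SD under the library average, no early fluorescence shift, positive overall ratio signal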
#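 Material: HEK293 cells with stable TRPC4beta plus mu-opioid receptor expression / Probe or stimulus: DAMGO in two steps, submaximal then maximal / Compound: single concentration per test compound / Technique: kinetic Fluo4 fluorescence imaging of calcium influx / Read-out: per-well B score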
# MrgX1 ag: agonists of human MrgX1 receptor, primary screen, HEK293 cells, Fluo-4 calcium flux. Mas-related G-protein coupled receptor member X1 (Homo sapiens), Q96LB2. Fluo-4 calcium fluorescence, agonist mode; stronger effect = higher value. B-score at 10 µM. actives 0.44% (n = 310,000). AID 588627, 2011;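 active = calcium response B-score plate-corrected fluorescence ratio at least 3 library SD, with starting fluorescence B-score inside 5 SD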
#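 System – MrgX1-expressing HEK293 cells · Incubation – cells plated overnight, dye loaded 0.5 h 37 °C, 0.5 h room temperature · Technique – kinetic Fluo-4 NW fluorescence of intracellular calcium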
# Platelet DG rel: inhibitors of platelet dense granule secretion, primary screen, cell-based, MLPCN, human platelets; AID 1663, 2009; human platelet-rich plasma, SFLLRN dense granule ATP release, luminescence; actives 0.22% (n = 300,000); inhibition, %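 (compounds screened at 7.5 µM in platelet-rich plasma)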;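 active = mean replicate score, as percent of positive control, at or above 50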
# TRPC6 activator: mouse TRPC6 channel activators, primary screen, cell-based, HEK293, membrane potential dye | HEK293-TRPC6 membrane potential dye fluorescence; stronger effect = higher value | B-score at 10 µM | Short transient receptor potential channel 6 (Mus musculus), Q61143 | actives 0.13% (n = 310,000);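 active = B-score of the integrated fluorescence ratio above library mean plus 3 SD, and starting fluorescence ratio within library mean plus 5 SD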;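 note: higher score means more depolarization so channel activation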
# RGS4 act: RGS4 potentiators or activators, primary screen, cell-based, HEK293 M3R inducible RGS4, calcium flux | B-score at 10 µM | actives 0.92% (n = 310,000) | carbachol calcium flux Fluo4; stronger effect = lower value;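 active = B-score of the integrated calcium signal more than 4 SD below the library mean, with starting fluorescence not abnormally high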;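 note: negative B-score means reduced calcium response which marks RGS4 activation or potentiation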
#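 test system = M3R-expressing HEK293 line, RGS4 induced by doxycycline | probe or stimulus = carbachol at ECmax as muscarinic agonist stimulus | timing = dye loading 30 min 37 °C, buffer rest 30 min RT | signal = calcium dye Fluo4 fluorescence | evaluation = B score from integrated fluorescence ratio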
# MrgX1 allo act: positive allosteric modulators of MrgX1, primary screen, HEK293 cells, Fluo-4 calcium flux | actives 0.63% (n = 310,000) | FDSS; stronger effect = higher value | AID 588675, 2011 | Mas-related G-protein coupled receptor member X1 (Homo sapiens), Q96LB2 | B-score at 10 µM;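 active = plate-corrected calcium response at least 3 library SD above typical, normal starting fluorescence, not activating the receptor alone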;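 note: compound read alongside a low EC10 to EC30 dose of BAM8-22 agonist; peak minus trough fluorescence over baseline measured at the second addition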
# RGS4 inh: RGS4 inhibitors, primary screen, cell-based, HEK293 M3R inducible RGS4, calcium flux. Fluo-4 calcium flux; stronger effect = higher value; triggered by carbachol at its EC20. B-score at 10 µM. actives 0.45% (n = 310,000). AID 463165, 2010;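 active = B-score, a plate-corrected calcium signal, over three deviations above library mean, with baseline fluorescence within five deviations of library mean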;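 note: RGS4 expression induced by doxycycline in cells with stable M3 receptor; B-score is computed from the integrated fluorescence ratio over baseline after carbachol; higher B-score means a larger calcium signal and so more RGS4 inhibition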
# Target sequence (P49798 whole entry, looked up): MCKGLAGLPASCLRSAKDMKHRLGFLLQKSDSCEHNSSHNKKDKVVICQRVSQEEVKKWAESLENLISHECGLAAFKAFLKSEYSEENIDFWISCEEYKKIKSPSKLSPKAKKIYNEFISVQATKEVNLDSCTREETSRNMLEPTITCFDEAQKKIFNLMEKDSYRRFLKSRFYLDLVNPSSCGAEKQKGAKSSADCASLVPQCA
# SKKanGAS inh: S. pyogenes SKKanGAS growth inhibitors in kanamycin, primary screen, streptokinase expression inhibitor project, SKKanGAS strain, BacTiter-Glo luminescence | 6 h | inhibition, % at 7.5 µM | actives 1.3% (n = 300,000) | AID 1662, 2009;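 active = mean replicate score, as percent of positive control median, at least 50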;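 note: strain carries kanamycin resistance gene driven by streptokinase promoter and grows in 40 µg/ml kanamycin; loss of luminescence reflects streptokinase promoter inhibition or plain growth inhibition; 0% = median of DMSO wells and 100% = positive control at its reference dose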
# HIF activator: HIF pathway transcriptional activators, primary screen, cell-based, U2OS HRE-luciferase, luminescence; activation, % at 7.5 µM (by protocol); U2OS HRE-luciferase reporter; normalized: DMSO 0%, desferrioxamine 100%; actives 0.32% (n = 300,000); AID 1910, 2009;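 active = mean activation of at least 10% of the iron chelator positive control signal, with at least half of replicates also reaching 10%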
# The depositor's hits bear a star; i = inactive; . = not tested or not shown. Rows were taken by chance (roughly 6.1% active in at least one column).
SMILES,TRPC6 inhibitor,MrgX1 antag,TRPC4 block,MrgX1 ag,Platelet DG rel,TRPC6 activator,RGS4 act,MrgX1 allo act,RGS4 inh,SKKanGAS inh,HIF activator
Cc1ccc(-c2nc(CS(=O)CC(=O)NC3CCCC3)c(C)o2)cc1 (configuration not stated),i,i,i,i,1,i,i,i,i,-6,0.5
COc1ccc(C(=O)/C=C/C(=O)N(Cc2ccccc2)C(C(=O)NC2CCCCC2)c2ccncc2)c(O)c1 (configuration not stated),i,i,i,i,-7,i,i,i,i,-3,-0.6
O=C(CSc1nc2ccccc2s1)Nc1ncccn1,i,i,i,i,0,i,i,i,i,-2,-1.0
O=[N+]([O-])c1cc(Cl)ccc1N1CCN(c2cccc(C(F)(F)F)c2)CC1,i,i,i,i,-9,i,i,i,i,-3,-0.3
O=C(Nc1ccc2c(c1)OCCO2)c1cccc(S(=O)(=O)N2CCOCC2)c1,i,i,i,i,1,i,i,i,i,-5,1.8
Cc1ccc(NC(=O)O/N=C/c2cccc([N+](=O)[O-])c2)cc1,i,i,i,i,-5,i,i,i,i,6,2.9
NC(=O)C1CCCN(C(=O)CCc2nnc(C3(c4ccc(Cl)cc4)CCC3)o2)C1 (configuration not stated),i,i,i,i,-4,i,i,i,i,1,-0.3
O=C(Nc1ccc(Br)cc1)/C(=C/c1cccc([N+](=O)[O-])c1)NC(=O)C1CCCCC1,i,i,i,i,-3,i,i,i,i,16,-0.3
Cc1c(NCc2cc(Cl)ccc2O)c(=O)n(-c2ccccc2)n1C,i,i,i,i,-2,i,i,i,i,1,-0.2
C/C(=N\NC(=O)c1nn(C)c(C)c1Br)c1ccc(NC(=O)c2ccoc2C)cc1,i,i,i,i,-25,i,i,i,i,-3,2.0
C=CCc1ccc(OCCn2nnc3ccccc32)c(OC)c1,i,i,i,i,-5,i,i,i,i,1,4.8
CC(=O)c1ccc(NC(=O)C(C)Nc2ccc(Cl)cc2)cc1 (configuration not stated),i,i,i,i,-1,i,i,i,i,2,-1.8
COC(=O)/N=C/c1c(NCc2ccccc2)nc2c(C)cccn2c1=O,i,i,i,i,-3,i,i,i,i,-17,-0.3
COc1cc(-c2nnc(-c3ccc(N4CCOCC4)cc3)o2)cc(OC)c1OC,i,i,i,i,5,i,i,i,i,2,-0.3
COc1ccccc1NC(=O)CSc1nnc(COc2ccc(Cl)cc2)o1,i,i,i,i,-3,i,i,i,i,-9,0.0
COc1ccc(S(=O)(=O)N2CCOC2CNC(=O)C(=O)NCc2ccco2)cc1C (configuration not stated),i,i,i,i,2,i,i,i,i,9,-0.4
Cc1cccc(C(=O)Nc2ccc(NC(=O)c3ccccc3)cc2)c1,i,i,i,i,6,i,i,i,i,1,-5.6
CCOc1ccc(N(CC(=O)NC2CCCC2)C(=O)CSc2nnc(COc3ccccc3)o2)cc1,i,i,i,i,-3,i,i,i,i,-21,0.1
COc1ccc(/C=N/NC(=O)c2ccc(N)cc2)cc1Cn1cc([N+](=O)[O-])cn1,i,i,i,i,5,i,i,i,i,4,-0.3
CCc1cc(C(=O)N2CCCC(CO)(Cc3ccc(F)cc3)C2)n(C)n1 (configuration not stated),i,i,i,i,-4,i,i,i,i,-8,0.1
O=C(O)c1cccc(N/N=C/c2cccnc2)c1,i,.,i,.,5,i,i,.,i,-4,-1.4
C/C(=N\NC(=S)Nc1cccc(C)c1)c1cc2ccccc2o1,i,i,i,i,-4,i,i,i,i,67*,-0.1
CN(CC(=O)Nc1c(Cl)cccc1Cl)C(=O)CNC(=O)c1ccc2c(c1)OCO2,i,i,i,i,12,i,i,i,i,-14,0.5
Nc1nc(-c2nc3ccccc3[nH]2)cs1,i,i,i,i,22,i,i,i,i,-1,-0.8
O=C(CC1(O)C(=O)N(Cc2cccc3ccccc23)c2ccccc21)c1cccnc1 (configuration not stated),i,i,i,i,-1,i,i,i,i,-4,1.0
# Next records:
SMILES,TRPC6 inhibitor,MrgX1 antag,TRPC4 block,MrgX1 ag,Platelet DG rel,TRPC6 activator,RGS4 act,MrgX1 allo act,RGS4 inh,SKKanGAS inh,HIF activator
COc1ccc(CCNC(=O)[C@@H](NC(=O)N2CC(=O)Nc3ccccc32)C(C)C)cc1OC,i,i,i,i,7,i,i,i,i,-4,0.0
CCC(CO)NC(=O)c1ccccc1C(F)(F)F (configuration not stated),i,i,i,i,0,i,i,i,i,2,-0.9
CCCCN1C(=O)C(O)(c2ccccc2)c2cc(Br)ccc21 (configuration not stated),i,i,i,i,0,i,i,i,i,5,-2.8
CCOC(=O)N1CCN(C(=O)c2cn(CC(C)C)c(=O)c3c2c2ccccc2n3C)CC1,i,i,i,i,-4,i,i,i,i,6,0.0
O=C(N/N=C/c1ccc(OC(F)F)cc1)c1cc[n+]([O-])cc1,i,-6*,i,i,-6,i,i,i,i,-1,1.1
COc1ccc(OC)c(C2c3[nH]c4ccccc4c3C[C@H]3C(=O)N(C4CC4)CC(=O)N23)c1 (some centres not stated),i,i,i,i,6,i,i,i,i,9,0.2
CS(=O)(=O)c1ccc(Cl)c(NC(=O)Nc2ccccc2)c1,i,i,i,i,9,i,i,i,i,0,0.1
C/C=C(/C)C(=O)O[C@@H]1c2c(ccc3ccc(=O)oc23)O[C@@H]1C(C)(C)OC(=O)/C(C)=C\C,i,i,i,i,0,i,i,i,i,23,0.5
CC(C)(C)OC(=O)CNC(=O)c1[nH]cnc1C(=O)NC1CCN(C(=O)OC(C)(C)C)CC1,i,i,i,i,0,i,i,i,i,-3,-2.1
CC1=NN(c2ccc(N)cc2)C(=O)C1,i,i,i,i,13,i,i,i,i,12,0.8
Cc1nn(CC(=O)NCC2CCCO2)c(C)c1[N+](=O)[O-] (configuration not stated),i,i,i,i,7,i,i,i,i,-3,-0.1
CCCC(=O)NCCSC,i,i,i,i,0,i,i,i,i,2,-0.1
Cc1cc(C)cc(NC(=O)c2cc(S(=O)(=O)NCc3ccco3)ccc2F)c1,i,i,i,i,-13,i,i,i,i,1,0.3
CCOc1cccc(-c2c(C(=O)N/N=C/c3sccc3C)nnn2-c2nonc2N)c1,i,i,i,i,18,i,i,i,i,8,1.1
CCOc1cc(-c2cc(-c3ccc(N)cc3)nc(N)c2C#N)ccc1O,i,i,i,i,-6,i,i,i,i,38,0.1
O=C(CSCC(=O)OCC(=O)c1ccc(Br)cc1)Nc1cccc2ccccc12,i,i,i,i,-1,i,i,i,i,-4,-0.3
CCC(=O)c1ccc(O)c(CC=C(C)C)c1,i,i,i,i,5,i,i,i,i,-2,0.9
CN(CCC#N)C(=O)COC(=O)c1ccc(Cl)c(S(=O)(=O)N(C)c2ccccc2)c1,i,i,.,i,0,i,i,i,i,5,0.1
CCOC(=O)c1cn2nc(Oc3ccc(OC)cc3)ccc2n1,i,i,i,i,16,i,i,i,i,6,-0.6
COc1ccc(S(=O)(=O)NCc2ccncc2)cc1NC(=O)c1ccccc1,i,i,i,i,-4,i,i,i,i,-3,-36
COc1ccc(C(O)(c2ccccc2OC)C(CN2CCOCC2)c2ccccc2)cc1 (configuration not stated),i,i,i,i,1,i,i,i,i,.,-0.5
COc1ccc(C2=NN(C(=O)CCC(=O)O)C(c3cccs3)C2)cc1 (configuration not stated),i,i,i,i,-2,i,i,i,i,0,0.8
COc1ccc2c(c1OC)C(=O)N1C2SC(C)(C)[C@H]1C(=O)NCCCOC(C)C (some centres not stated),i,i,i,i,4,i,i,i,i,-3,-1.6
O=C(c1cc(-c2ccc3c(c2)OCO3)on1)N1CCN(c2ccccc2)CC1,i,i,i,i,8,i,i,i,i,-3,2.8
CC/C(C)=N/N1C(=O)c2ccccc2NC1(C)CC (configuration not stated),i,i,i,i,-1,i,i,i,i,-6,0.9
# Later entries
SMILES,TRPC6 inhibitor,MrgX1 antag,TRPC4 block,MrgX1 ag,Platelet DG rel,TRPC6 activator,RGS4 act,MrgX1 allo act,RGS4 inh,SKKanGAS inh,HIF activator
Cc1cccc(N2CCN(C(=O)c3cc(S(=O)(=O)N(C)C)ccc3N3CCCC3)CC2)c1C,i,i,i,i,-2,i,i,i,i,4,-1.2
COC(=O)c1cc(NS(=O)(=O)c2ccc(C)c3ccccc23)ccc1N1CCOCC1,i,i,i,i,-9,i,i,i,i,5,-0.2
COc1cccc(-n2c(SCC(=O)N3CCc4ccccc43)nnc2-c2c[nH]c3ccccc23)c1,i,i,i,i,12,i,i,i,i,0,-0.3
CCOc1ccc(N(CC(=O)NCc2cccs2)S(=O)(=O)c2c(C)noc2C)cc1,i,i,i,i,-4,i,i,i,i,-1,.
COC(=O)C[C@H]1c2cc(F)ccc2S(=O)(=O)N1Cc1ccccc1,i,i,.,i,-1,i,i,i,i,2,-0.4
N#Cc1ccc(OCC(=O)NCC(c2cccs2)N2CCOCC2)cc1 (configuration not stated),i,i,i,i,36,i,i,i,i,-2,-0.1
Cc1cc(C)nc(SCC(=O)NC2CCCCC2C)n1 (configuration not stated),i,i,i,i,-15,i,i,i,i,-6,0.4
Clc1ccccc1Cn1nnc2c(Nc3ccccc3)ncnc21,i,i,i,i,-4,i,i,i,i,-7,.
CCOC(=O)c1[nH]cnc1C(=O)Nc1cccc(N)n1,i,i,i,i,21,i,i,i,i,-3,0.1
COc1ccc(NC2CCCN(C(=O)c3cccc(C)n3)C2)cc1OC (configuration not stated),i,i,i,i,-6,i,i,i,i,0,0.2
O=C(COc1ccc(S(=O)(=O)N2CCOCC2)cc1)NCc1ccccc1,i,i,i,i,6,i,i,i,i,-1,0.0
